NR2F2 inh: blocks human COUP-TFII nuclear receptor. HEK293T NGFI-A luciferase reporter, luminescence. inhibition, % at 8.6 µM. 370,000 compounds, 0.7% hits. AID 686940;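 active = inhibition above a per-plate cutoff, mean inhibition of test wells between control levels plus 3 SD, cut at about 38% in these data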;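 note: cells cotransfected with COUP-TFII expression vector driving the NGFI-A reporter; 0% = median of COUP-TF2 test wells and 100% = reporter-only cells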
NOD2 RIPK2 PPI: blocks binding of human NOD2 to RIPK2. O43353. CHO BLA complementation NOD2-RIPK2, CCF4 ratio. inhibition, % at 4.98 µM. 360,000 compounds, 0.38% hits. AID 624267; in the data active = inhibition above about 21%;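 note: 0% = vehicle only and 100% = reference blocker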
SRC1 inh: human NCOA1 inhibition. HEK293 GAL4-SRC1 luciferase reporter, luminescence. inhibition, % at 3.6 µM. 360,000 compounds, 0.12% hits. AID 588354;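 active = inhibition above the campaign mean plus 3 SD, with each screening campaign given its own cutoff, cut at about 60% in these data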;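 note: 0% = DMSO treated cells and 100% = gossypol at 36 µM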
Granule exo inh: blocks lytic granule exocytosis; AID 651702; inhibition, % at 10 µM; 360,000 compounds, 0.66% hits; TALL-104 LAMP-1 surface exposure, flow cytometry; cells stimulated with thapsigargin and PMA;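 active = inhibition above about 55%, limit read from the data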
TWEAK Fn14 block: TWEAK-Fn14 signaling inhibition; TWEAK-stimulated Fn14 reporter cells, luciferase luminescence, 8 h; inhibition, % at 10 µM; 360,000 compounds, 2% hits; AID 1159606; in the data active = inhibition above about 50%
ABHD5 PLIN5 PPI: ABHD5-PLIN5 protein interaction inhibition | Q00G26+Q8WTS1 | Split G. princeps luciferase complementation, luminescence, 4 h | inhibition, % at 4 µM | 360,000 compounds, 0.78% hits | AID 602281;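 active = inhibition above the mean inhibition across every tested compound plus 3 SD, cut at about 22% in these data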;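 note: 0% = DMSO only wells and the 100% control is not disclosed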
TLR9-MyD88 inh: inhibitors of human TLR9-MyD88 binding; Q9NR96+Q99836; CHO BLA complementation TLR9-MyD88, CCF4 FRET ratio; inhibition, % at 4.98 µM; 340,000 compounds, 0.21% hits; AID 504734;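 active = inhibition above the mean over all tested compounds plus 3 SD, cut at about 21% in these data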;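 note: 0% = DMSO only wells and 100% = clavulanate BLA inhibitor control wells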
TROY signal inh: inhibitors of TROY-dependent NF-kB signaling. 360,000 compounds, 0.98% hits. inhibition, % at 10 µM. Q293 LMP1-TROYcd NF-kB luciferase reporter, 4 h;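 active = compounds whose plate-normalised and pattern-corrected inhibition of the luciferase reporter signal at the single screening dose is 50% or more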
SRC3 inh: inhibitors of human steroid receptor coactivator 3 (SRC3); HEK293 GAL4-SRC3 luciferase reporter, luminescence; AID 588352; 360,000 compounds, 0.17% hits; Q9Y6Q9; inhibition, % at 3.6 µM;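 active = inhibition above a per-campaign cutoff, the mean of all compounds plus 3 SD, cut at about 60% in these data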;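 note: 0% = DMSO-treated cells and 100% = gossypol-treated cells at 36 µM; higher means less SRC3-driven luciferase light from the GAL4 reporter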
Target sequence (Q9Y6Q9 whole entry, looked up, the tested form may be a part): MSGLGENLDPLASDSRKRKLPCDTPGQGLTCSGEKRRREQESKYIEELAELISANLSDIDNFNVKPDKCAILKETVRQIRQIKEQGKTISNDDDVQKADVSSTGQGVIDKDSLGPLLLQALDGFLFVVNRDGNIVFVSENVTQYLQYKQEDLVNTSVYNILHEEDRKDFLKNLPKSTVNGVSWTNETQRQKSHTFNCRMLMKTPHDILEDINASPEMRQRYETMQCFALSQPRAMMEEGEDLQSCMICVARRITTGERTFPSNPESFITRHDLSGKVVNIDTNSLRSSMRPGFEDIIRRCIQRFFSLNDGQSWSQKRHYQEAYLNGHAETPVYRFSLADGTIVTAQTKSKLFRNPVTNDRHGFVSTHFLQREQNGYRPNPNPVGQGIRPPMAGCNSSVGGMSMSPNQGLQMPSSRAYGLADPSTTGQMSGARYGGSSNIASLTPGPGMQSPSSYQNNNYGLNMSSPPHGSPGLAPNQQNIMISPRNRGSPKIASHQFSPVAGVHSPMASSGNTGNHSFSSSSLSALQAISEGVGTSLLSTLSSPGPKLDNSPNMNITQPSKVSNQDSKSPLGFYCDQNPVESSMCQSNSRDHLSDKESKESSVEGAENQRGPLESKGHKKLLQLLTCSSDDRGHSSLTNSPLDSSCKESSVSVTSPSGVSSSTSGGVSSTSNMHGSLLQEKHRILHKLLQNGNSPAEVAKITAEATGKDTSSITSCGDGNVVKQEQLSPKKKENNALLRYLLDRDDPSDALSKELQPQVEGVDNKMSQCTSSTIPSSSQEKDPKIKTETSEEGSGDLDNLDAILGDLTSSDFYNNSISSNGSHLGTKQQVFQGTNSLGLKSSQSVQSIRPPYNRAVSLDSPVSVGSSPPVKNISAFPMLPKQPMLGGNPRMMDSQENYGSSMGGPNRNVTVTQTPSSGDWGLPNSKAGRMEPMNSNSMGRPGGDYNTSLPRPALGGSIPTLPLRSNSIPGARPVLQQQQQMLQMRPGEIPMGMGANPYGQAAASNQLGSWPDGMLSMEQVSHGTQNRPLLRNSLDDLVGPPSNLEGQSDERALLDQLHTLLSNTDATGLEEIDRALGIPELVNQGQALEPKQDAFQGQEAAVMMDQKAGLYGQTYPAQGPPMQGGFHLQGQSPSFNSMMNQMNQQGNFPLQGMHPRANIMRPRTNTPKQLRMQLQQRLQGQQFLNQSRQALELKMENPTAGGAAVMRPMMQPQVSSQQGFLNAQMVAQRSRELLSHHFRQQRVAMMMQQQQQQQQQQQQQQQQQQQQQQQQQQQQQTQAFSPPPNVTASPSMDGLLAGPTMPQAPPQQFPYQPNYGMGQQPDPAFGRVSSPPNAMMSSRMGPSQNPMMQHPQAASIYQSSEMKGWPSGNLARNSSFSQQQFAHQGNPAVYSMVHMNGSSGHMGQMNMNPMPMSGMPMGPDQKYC
NCOA2 inhibitor: inhibits human steroid receptor coactivator 2; Q15596; HEK293 GAL4-SRC2 luciferase reporter, luminescence; inhibition, % at 9 µM; 370,000 compounds, 0.17% hits;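 active = inhibition above the mean inhibition of all tested compounds plus 3 SD, set per campaign, cut at about 52% in these data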;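 note: 0% = DMSO treated cells and 100% = cells given Gossypol at 36 µM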
NR5A2 inv ag: NR5A2 inverse agonism in reporter assay | O00482 | HEK293T StAR-luciferase reporter, LRH-1 transfected, 24 h | inhibition, % at 3.6 µM | 360,000 compounds, 0.13% hits;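 active = inhibition above the mean inhibition of all tested compounds plus 3 SD, cut at about 73% in these data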;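 note: 0% = DMSO wells and 100% = reporter-only cells lacking LRH-1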
* = called active by the depositor; · = not tested or not shown. An excerpt, so the mix of outcomes need not match the whole.

Second line of a record: NR2F2 inh, NOD2 RIPK2 PPI, SRC1 inh, Granule exo inh, TWEAK Fn14 block, ABHD5 PLIN5 PPI, TLR9-MyD88 inh, TROY signal inh, SRC3 inh, NCOA2 inhibitor, NR5A2 inv ag
- Nc1ccc(CCCC(=O)NCc2cccnc2)cc1
→ 11, 2, 1, 8, 7, 7, 11, 1, -42, -14, -21
- COc1ccc(NC(=O)CCCn2cc([N+](=O)[O-])cn2)cc1
→ 14, 5, 7, -1, 1, 4, -7, -2, 6, 0, 0
- C=C(C)CN(CC)C(=O)CN1C(=O)NC2(CCCc3ccccc32)C1=O (stereo unspecified)
→ 6, -19, -5, -1, 6, 6, -2, 17, -4, -4, 6
- COC(=O)NNC(=O)c1ccc(Cl)cc1Cl
→ -16, -5, -3, 0, -30, 3, 9, -22, 4, -21, -24
- COc1ccc(S(=O)(=O)N2CCCCC2)cc1NC(=O)CN(C)C1CCCCC1
→ 16, -8, 7, -21, 6, -2, 6, 1, 1, 7, -2
- CC(C)(Oc1ccc(Br)cc1)C(=O)N1CCc2ccccc21
→ -2, 5, -10, 1, 7, -7, 0, 11, 14, 14, -3
- O=C(NCCCN1CCN(CCCNC(=O)c2cc([N+](=O)[O-])ccc2Cl)CC1)c1cc([N+](=O)[O-])ccc1Cl
→ -1, -3, -14, -2, -4, 4, -7, -5, 5, 24, -35
- NC(=O)C(=O)NN=C1C2CC3CC(C2)CC1C3
→ -13, -2, -10, 1, 6, 6, -12, 0, 9, -2, -14
- CC1=NOC2(C1)/C(=N/O)CCC/C2=N\O (stereo unspecified)
→ -10, 9, 14, 0, -17, -4, 3, -19, 1, 1, -29
- CC1(C(=O)NS(=O)(=O)c2ccc(C#N)cc2)CCN1C(=O)C1(c2ccc(Cl)cc2)CCC1 (stereo unspecified)
→ 3, 9, -22, -9, 19, -7, ·, -8, -40, -19, -11
- CCOC(=O)c1c(C)[nH]c(C(=O)Cn2nnc(-c3ccccc3Cl)n2)c1C
→ -6, -2, -34, -2, -30, -2, 3, -5, -15, 1, -17
- Cc1cccc(OCc2n[nH]c(=S)n2Cc2ccccc2)c1
→ 15, 3, -16, -1, 9, -14, -5, -13, 13, -23, 9
- CCOC(=O)NC(=O)/C(C#N)=N\Nc1cccc(OC)c1
→ 12, -4, -9, -6, -21, 2, 4, -42, 8, 9, 1
- Cc1cccc(C(=O)Nc2cc(NC(=O)c3cccs3)ccc2C)c1
→ 17, -1, -26, -11, 2, -3, -2, 23, -42, -26, 7
- CN(C(=O)c1ccc(F)c(S(=O)(=O)N2CCOCC2)c1)C1CCCCC1
→ 14, -2, -3, 2, -12, 4, 4, 3, 6, 11, 1
- COc1cc(-c2cc[n+](C)cc2)ccc1O
→ 0, -9, -11, 5, -21, 3, -8, -9, -5, -40, 8
- O=C(Nc1ccc(Br)cc1)c1ccccc1Br
→ -31, -4, -125, -1, -17, 4, 4, -53, -80, -17, -142
- COc1ccc(OCc2cc(C(=O)N(C)C(C)c3ccon3)no2)c(Cl)c1 (stereo unspecified)
→ -19, 5, -53, 1, -41, 6, -2, -19, -52, -49, -68
- CCCCN1CC(N(C)CCN(C)C)CS1(=O)=O (stereo unspecified)
→ -8, -11, -11, -4, 14, 9, ·, 6, 1, 8, 0
- Cc1ccccc1NC(=O)N1C2CCCC1CC(NC(=O)C(C)(C)C)C2 (stereo unspecified)
→ 8, -7, -26, 0, -6, -2, 7, -4, 18, 7, 3
- Cc1ccc2nc(N(CCCN(C)C)C(=O)c3ccc(Br)s3)sc2c1
→ 4, 3, 20, -1, -2, 30*, -7, -42, 9, -8, 2
- Cc1[nH]c2ccccc2c1/C=N/NC(=O)CCC(=O)Nc1ccccc1
→ 0, -7, -6, 0, 7, 1, 0, 17, 20, -28, 21
- CC(C)(CNC(=O)c1cccc(S(=O)(=O)Nc2ccc(Br)cc2)c1)N1CCOCC1
→ 20, 0, 4, 4, 27, 10, 3, -6, 14, 14, 10

Individual results from the results shown.
NR5A2 inv ag, `Cc1cccc(OCc2n[nH]c(=S)n2Cc2ccccc2)c1` : 9
NCOA2 inhibitor, `CC1(C(=O)NS(=O)(=O)c2ccc(C#N)cc2)CCN1C(=O)C1(c2ccc(Cl)cc2)CCC1` (stereo unspecified) : -19

13 entries from above in another layout.
| SMILES | NR2F2 inh | NOD2 RIPK2 PPI | SRC1 inh | Granule exo inh | TWEAK Fn14 block | ABHD5 PLIN5 PPI | TLR9-MyD88 inh | TROY signal inh | SRC3 inh | NCOA2 inhibitor | NR5A2 inv ag |
| --- | --- | --- | --- | --- | --- | --- | --- | --- | --- | --- | --- |
| CCOC(=O)c1c(C)[nH]c(C(=O)Cn2nnc(-c3ccccc3Cl)n2)c1C | -6 | -2 | -34 | -2 | -30 | -2 | 3 | -5 | -15 | 1 | -17 |
| Cc1cccc(OCc2n[nH]c(=S)n2Cc2ccccc2)c1 | 15 | 3 | -16 | -1 | 9 | -14 | -5 | -13 | 13 | -23 | 9 |
| CCOC(=O)NC(=O)/C(C#N)=N\Nc1cccc(OC)c1 | 12 | -4 | -9 | -6 | -21 | 2 | 4 | -42 | 8 | 9 | 1 |
| Cc1cccc(C(=O)Nc2cc(NC(=O)c3cccs3)ccc2C)c1 | 17 | -1 | -26 | -11 | 2 | -3 | -2 | 23 | -42 | -26 | 7 |
| CN(C(=O)c1ccc(F)c(S(=O)(=O)N2CCOCC2)c1)C1CCCCC1 | 14 | -2 | -3 | 2 | -12 | 4 | 4 | 3 | 6 | 11 | 1 |
| COc1cc(-c2cc[n+](C)cc2)ccc1O | 0 | -9 | -11 | 5 | -21 | 3 | -8 | -9 | -5 | -40 | 8 |
| O=C(Nc1ccc(Br)cc1)c1ccccc1Br | -31 | -4 | -125 | -1 | -17 | 4 | 4 | -53 | -80 | -17 | -142 |
| COc1ccc(OCc2cc(C(=O)N(C)C(C)c3ccon3)no2)c(Cl)c1 (stereo unspecified) | -19 | 5 | -53 | 1 | -41 | 6 | -2 | -19 | -52 | -49 | -68 |
| CCCCN1CC(N(C)CCN(C)C)CS1(=O)=O (stereo unspecified) | -8 | -11 | -11 | -4 | 14 | 9 | · | 6 | 1 | 8 | 0 |
| Cc1ccccc1NC(=O)N1C2CCCC1CC(NC(=O)C(C)(C)C)C2 (stereo unspecified) | 8 | -7 | -26 | 0 | -6 | -2 | 7 | -4 | 18 | 7 | 3 |
| Cc1ccc2nc(N(CCCN(C)C)C(=O)c3ccc(Br)s3)sc2c1 | 4 | 3 | 20 | -1 | -2 | 30* | -7 | -42 | 9 | -8 | 2 |
| Cc1[nH]c2ccccc2c1/C=N/NC(=O)CCC(=O)Nc1ccccc1 | 0 | -7 | -6 | 0 | 7 | 1 | 0 | 17 | 20 | -28 | 21 |
| CC(C)(CNC(=O)c1cccc(S(=O)(=O)Nc2ccc(Br)cc2)c1)N1CCOCC1 | 20 | 0 | 4 | 4 | 27 | 10 | 3 | -6 | 14 | 14 | 10 |

From PubChem BioAssay
